Screening data deposited in PubChem by National Center for Advancing Translational Sciences (NCATS).
CBFb RUNX1 block: qHTS Assay for Compounds Blocking the Interaction Between CBF-beta and RUNX1 for the Treatment of Acute Myeloid Leukemia | Potency, µM (doses to about 59.8 µM), for inactives: at the highest dose activity, negative = inhibition, hits mostly inhibitors | AID 1477, 2009 | Runt-related transcription factor 1 (Homo sapiens) + Core-binding factor subunit beta … | AlphaScreen CBFb-His/RUNX1-biotin binding, biochemical | 230,000 tested, under 10 active; also: % of control where 0% means no effect
Target sequence (Q01196 whole entry, looked up): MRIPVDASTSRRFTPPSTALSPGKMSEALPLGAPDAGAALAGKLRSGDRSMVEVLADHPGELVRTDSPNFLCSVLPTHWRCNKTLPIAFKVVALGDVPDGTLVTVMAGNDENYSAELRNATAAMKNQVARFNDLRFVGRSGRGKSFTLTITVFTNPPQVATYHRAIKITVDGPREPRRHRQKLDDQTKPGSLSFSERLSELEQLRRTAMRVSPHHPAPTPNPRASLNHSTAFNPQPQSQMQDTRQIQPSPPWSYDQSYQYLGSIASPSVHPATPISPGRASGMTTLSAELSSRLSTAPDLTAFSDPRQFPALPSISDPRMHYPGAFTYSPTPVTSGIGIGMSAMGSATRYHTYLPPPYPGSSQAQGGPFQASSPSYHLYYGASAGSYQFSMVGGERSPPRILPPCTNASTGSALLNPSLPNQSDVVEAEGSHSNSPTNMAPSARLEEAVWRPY
Target sequence (Q13951 whole entry, looked up): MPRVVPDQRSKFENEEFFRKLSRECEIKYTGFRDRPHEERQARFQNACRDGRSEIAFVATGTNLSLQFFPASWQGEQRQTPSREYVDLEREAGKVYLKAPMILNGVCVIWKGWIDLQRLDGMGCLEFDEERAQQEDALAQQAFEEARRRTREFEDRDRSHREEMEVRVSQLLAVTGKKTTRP
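AlphaScreen binding: CBFb-His and RUNX1-biotin (30 nM each) preincubated 20 min, compound added for 15 min, then nickel and streptavidin beads for 90 min, all at room temperature. Disruption of the interaction by any mechanism counts as activity.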
Epigenetic derep: Quantitative High-Throughput Screen for Regulators of Epigenetic Control; murine LDR cells, GFP reporter derepression, 30 h; 0.2% of 280,000 active; AID 1865, 2009; Potency, µM (doses to about 53.9 µM), without a hit: top-dose GFP activation, hits mostly activators; also: potency is read from the fitted curve at half-maximal effect; % of control where 0% means no effect; nearly all actives have a fitted effect of over 60% in size
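Murine LDR cells bearing a silenced CMV-driven GFP reporter were exposed to compound for 30 h at 37 C. After PBS washes, GFP-positive cells (20-120 um objects) counted by laser-scanning microplate cytometry.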
NPSR antag: qHTS Assay for Antagonists of the Neuropeptide S Receptor: cAMP Signal Transduction; Potency, µM (doses to about 38.3 µM), for the others: top-dose activity change, negative = inhibition, actives largely listed as inhibitors; 1% of 220,000 active; CHO-NPSR cells, cAMP TR-FRET, antagonist mode; Q6W5P4; AID 1461, 2008; also: potency is read from the fitted curve at half-maximal effect; % is scaled to controls: 0 for no effect and ±100 for the full control effect; nearly all actives have a fitted effect of over 50% in size; many of its hits are not listed in these tables
LMNA splice mod: qHTS Assay for Modulators of Lamin A Splicing; HeLa LMNA splicing GFP/RFP minigene ratio, 48 h; Potency, µM (titrated, usually from 46.1 µM), for inactives: at the highest dose ratio change, negative = inhibition, most hits filed as inhibitors; 0.01% of 200,000 active; AID 1487, 2009; active = well fitted inhibition curve with a large enough effect in the signal ratio, with a control signal flat, not every such curve was filed as active; inconclusive = small, poorly fitted or top-dose-only effect, or effect the other way, or a change in a side signal; the % refers to the signal ratio; also: potency is read from the fitted curve at half-maximal effect; % is scaled to controls: 0 for no effect and ±100 for the full control effect
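S3 HeLa stable clones carrying a lamin A-EGFP splicing minigene plus DsRed2 were seeded at 600 cells/well in Opti-MEM with 2% FBS, pin-dosed and incubated 48 h at 37°C. Acumen cytometry (488 nm) gave the GFP/RFP total-intensity ratio.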
Luc counter: Counterscreen for Luciferase (Kinase-Glo TM) Inhibition; Luciferin 4-monooxygenase (Photuris pensylvanica), Q27757; Kinase-Glo luciferase, ATP luminescence, 8 min; Potency, µM (doses to about 38.3 µM), inactives show at the top dose activity change, negative = inhibition, hits mostly inhibitors; 0.28% of 200,000 active; AID 1379, 2008; also: potency is read from the fitted curve at half-maximal effect; % is scaled to controls: 0 for no effect and ±100 for the full control effect; nearly all actives have a fitted effect of over 60% in size
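Compound is pinned into ATP-containing buffer (10 uM ATP, imidazole pH 7.2, 7 mM MgCl2). Kinase-Glo luciferase reagent is then added. Light output is recorded following an 8-min room-temperature incubation.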
IMPase Li cell: qHTS Assay for Identifying the Cell-Membrane Permeable IMPase Inhibitors: Potentiation with Lithium; 0.35% of 210,000 active; Potency, µM (doses to about 59.4 µM), without a hit: top-dose activity, negative = IMPase inhibition, hits mostly inhibitors; CHO-M1 cells, IP1 TR-FRET (IP-One), carbachol + lithium;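 also: IP1 builds up when IMPase is blocked and the TR-FRET signal falls; potency is read from the fitted curve at half-maximal effect; plate controls were basal vehicle for no effect and high inhibitor control for full effect; nearly all actives have a fitted effect of over 50% in size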
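CHO-M1, 2000 cells/well, 16–30 h culture; cpd + low Li+, 30 min 37C; lysis with d2-IP1/Eu-anti-IP1 Ab, 10 min RT; TR-FRET 665/620 ratio and 620 channel; AC50 via Hill.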
aGal spleen mod: qHTS Assay for Inhibitors and Activators of Human alpha-Galactosidase From Spleen Homogenate | Alpha-galactosidase A (Homo sapiens), P06280 | human spleen homogenate, 4MU-alpha-Gal fluorescence, 40 min | Potency, µM (titrated, usually from 80 µM), for the others: at the top dose activity change, negative = inhibition, hits mostly inhibitors | 0.008% of 240,000 active | AID 2107, 2009;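 also: potency is read from the fitted curve at half-maximal effect; 0% = enzyme with vehicle and -100% = no enzyme basal signal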
Target sequence (P06280 32-429 limits assumed): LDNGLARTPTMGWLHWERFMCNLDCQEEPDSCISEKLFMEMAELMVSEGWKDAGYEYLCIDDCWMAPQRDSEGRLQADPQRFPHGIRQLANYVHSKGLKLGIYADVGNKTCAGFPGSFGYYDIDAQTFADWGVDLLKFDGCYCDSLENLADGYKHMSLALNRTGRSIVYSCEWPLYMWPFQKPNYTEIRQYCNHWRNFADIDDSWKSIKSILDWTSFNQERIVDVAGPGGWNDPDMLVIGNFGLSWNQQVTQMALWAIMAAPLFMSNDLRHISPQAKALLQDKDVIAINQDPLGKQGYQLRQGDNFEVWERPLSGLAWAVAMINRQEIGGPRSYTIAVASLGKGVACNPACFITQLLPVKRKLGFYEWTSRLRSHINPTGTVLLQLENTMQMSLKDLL
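Fluorogenic readout (Ex 365/Em 440 nm) of 4-methylumbelliferone released from 1 mM 4-MU-alpha-galactoside by spleen homogenate, 40 min at 37C, pH 5.0. Data normalized to no-enzyme and enzyme controls; Hill-equation AC50 from compound titrations.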
* hit, by the source's call; ? = inconclusive; nt = no result given; & = joins results of further samples; [ ] = dose if it differs, or a comment. Unless noted, calls follow the shape of the dose curve; as a rule, active = well fitted curve in the direction sought with a large enough effect; inconclusive = small, poorly fitted or top-dose-only effect, or another doubt; inactive = no such curve, though single readings can be large; an effect the other way counts as inactive or inconclusive.

Below each compound: NPSR antag, Luc counter, IMPase Li cell, aGal spleen mod, CBFb RUNX1 block, LMNA splice mod, Epigenetic derep
COc1ccc(N2C(=O)c3ccccc3NC2c2ccc(OC)c(CN3CCOCC3)c2)cc1 (stereo not given)
  -36%, nt, nt, 8%, 1%, nt, 2.5%
Cc1ccc(C)c(N2CCN(C(=S)Nc3ccc4nc(N5CCN(C)CC5)cc(C)c4c3)CC2)c1
  -27%, 0%, 2%, 3%, -2%, nt, 4.7%
CCOC(=O)c1nc(Nc2ccccc2C)c2ccccc2n1
  4%, -1%, -3%, 5%, -1%, nt, -1.2%&0.2%
Cn1c(N)c(C(=O)/C=C/c2ccccc2)c(=O)[nH]c1=O
  -21%, nt, nt, 4%, 8%, -24%[46 µM], 1.1%
Cc1ccc(S(=O)(=O)NNC(=O)C2CCN(Cc3ccccc3)CC2)cc1
  15%[46.1 µM], 3%, 22%, 0%, 1%, -8%, -0.8%
COC(=O)CSc1nnc(-c2sc3ccccc3c2Cl)o1
  ?, -4%, ?, -23%, -2%, 4%, -1.7%
COC(=O)c1ccc(N2CCN(C(=O)c3ccccc3)CC2)c(NC(C)=O)c1
  5%, 3%, 3%, -3%, 4%, -14%[46 µM], 3.4%
CCOC(=O)c1oc2cc(O)c(CC)cc2c(=O)c1-c1ccc2c(c1)OCCO2
  ?, 0%, 40%[activator][38.3 µM], -2%, -9%, ?, 0.0%
CCCCNC(=O)CC1N=C2c3ccccc3N=C(SCC(=O)Nc3cccc(OC)c3)N2C1=O (stereo not given)
  -14%[46.1 µM], -1%, 1%[38.3 µM], 2%, -6%, 17%, -0.9%
O=C(Cn1ncc2c1-c1ccccc1OC2)N1CCN(Cc2ccc3c(c2)OCO3)CC1
  -9%[46.1 µM], 3%, 5%[38.3 µM], -13%, 0%, -6%, -1.0%
O=C(/C=C/c1ccco1)NC(=S)Nc1cccc(-c2nc3ccccc3o2)c1
  1.6µM*, 1%, 7%[38.3 µM], 0%, -14%, ?, 4.2%
COc1ccc(C(=O)C[n+]2cn(C(F)F)c3ccccc32)c(F)c1
  -27%, 1%, -7%, 8%, 11%, 9%[9.22 µM], 3.2%
CCC(C)(C)c1ccc(OCCCC[n+]2ccc(C)cc2)c(C(C)(C)CC)c1
  ?, -3%, 11%, ?, -2%, nt, 4.5%
O=C(NC1CCCCC1)c1ccc(CNc2nc(=S)[nH]c3ccccc23)cc1
  -22%, 0%, -1%, 1%, 7%, -7%[46 µM], 2.6%
O=C(N/N=C\C=C\c1ccco1)c1cncc(Br)c1
  -16%, nt, nt, 6%, -6%, nt, 0.0%
Cn1c(-c2ccc3ccccc3n2)[n+](C)c2ccccc21
  -15%, nt, nt, 22%, -10%, nt, 0.0%
Nc1c(S(=O)(=O)c2ccccc2)c2nc3ccccc3nc2n1CCN1CCOCC1
  -13%, 6%, -3%, 6%, 0%, 0%, 0.0%
CC(=O)N1CCCc2cc(S(=O)(=O)NCc3ccc(C)cc3)ccc21
  -7%[46.1 µM], 1%, 13%, 5%, 10%, ?, 0.9%
Clc1ccc(-c2nnc(C3CCCCC3)o2)cc1
  -30%[46.1 µM], 14%, 19%[38.3 µM], 5%, -3%, 6%, -1.4%
Cc1cc(C(C#N)c2ccccc2)n2ncnc2n1 (stereo not given)
  -23%[46.1 µM], 0%, 18%[38.3 µM], 8%, 5%, 3%, -0.7%
CC(=O)OCCCNc1cc(Sc2nc3ccccc3s2)c2nonc2c1[N+](=O)[O-]
  ?, 1%, 22%, 11%, 7%, 6%, 7.3%
CS(=O)(=O)N1Cc2ccccc2CC1C(=O)Nc1ccccc1C(N)=O (stereo not given)
  -7%[46.1 µM], -6%, 1%[38.3 µM], 3%, 2%, 15%, -1.2%
O=C(NC1CCCCC1)NC1CC2CCC(C1)N2C(=O)NC1CCCCC1 (stereo not given)
  8%[46.1 µM], -4%, -24%[38.3 µM], -5%, 2%, 9%, -1.0%
Cc1cc(NCCO)c2cc(O)ccc2n1
  3%[46.1 µM], -2%, -3%[38.3 µM], ?, 2%, 6%, 0.1%
CO/N=C(/CS(=O)(=O)Cc1ccccc1Cl)c1ccc(Cl)cc1Cl
  -26%[46.1 µM], 8%, 8%, -4%, 21%, -13%, 0.0%
CCc1cccc(NC(=O)c2ccc(CNc3c(N4CCCC4)c(=O)c3=O)cc2)c1
  4%, nt, nt, 1%, 11%, nt, 0.0%
CN(c1ccccc1)S(=O)(=O)c1cccc(NC(=O)CSc2nncn2C)c1
  4%, 0%, 3%, -14%, 4%, ?, -3.0%
CCN1C(=O)C(O)(C2COC(C)(C)CC2=O)c2ccccc21 (stereo not given)
  -9%[46.1 µM], -2%, -4%[38.3 µM], 0%, 2%, -7%, -0.9%
O=C(NC1CCCCCC1)c1cc(S(=O)(=O)N2CCCCC2)ccc1N1CCOCC1
  -30%, 0%, 4%, 14%, 16%, nt, -5.2%
CC1=NN(c2nc(C)cc(C)n2)C(=O)C1CCC(C)C (stereo not given)
  -5%[46.1 µM], -4%, 24%[38.3 µM], 3%, -3%, 13%, -0.4%
O=C(CSc1ccccn1)Nc1ccc2c(c1)OCO2
  11%, nt, nt, -3%, 9%, nt, 0.9%
COCCCNC(=O)c1c(NC(=O)C2COc3ccccc3O2)sc2c1CCCC2 (stereo not given)
  -12%[46.1 µM], 0%, 16%[38.3 µM], 6%, 4%, 10%, 2.3%
COc1ccc(/C=C(/NC(=O)c2ccccc2)C(=O)N/N=C/c2sccc2C)cc1
  -3%, 3%, 5%, 4%, -9%, -19%, -1.0%
CN(C)c1ccc(/C=N/n2c(COc3ccccc3)n[nH]c2=S)cc1
  -27%, 1%, 11%, 2%, ?, -12%, -0.9%
CN(c1ccccc1)S(=O)(=O)c1ccc(Cl)c(C(=O)NC2=NCCS2)c1
  2%, 3%, 6%, 8%, 5%, nt, -5.3%
Cc1cc(N2CC(=O)N(CCc3ccccc3)C(=O)C2)n2ncnc2n1
  1%[46.1 µM], 1%, -5%[38.3 µM], 5%, 2%, 3%, 0.7%
Cc1ccc(-c2noc(CSc3nc(N)cc(N)n3)n2)cc1
  -15%[46.1 µM], 3%, 3%, -12%, 1%, ?, 0.0%
C/C(=N\NC(=S)NCc1ccccc1)c1ccccc1F
  -29%, 0%, 3%, -1%, -16%, ?, 14%
COC(=O)c1ccc(C(=O)OC)c(NC(=O)CN2CCN(c3ccccc3)CC2)c1
  8%[46.1 µM], -1%, 3%[38.3 µM], 0%, 0%, 6%, -1.0%
CCC1CCCCN1CCCNC(=O)c1ccc(CS(=O)(=O)Cc2ccccc2F)o1 (stereo not given)
  -4%[46.1 µM], 2%, 3%[38.3 µM], -7%, 7%, 15%, -0.8%
Nc1c(C(=O)NC2CCCC2)c2nc3ccccc3nc2n1/N=C/c1ccco1
  2%[46.1 µM], 2%, 27%[38.3 µM], 2%, 2%, 8%, -3.9%
CS(=O)(=O)c1ccc2nc(NC(=O)CN3CCN(Cc4ccccc4)CC3)sc2c1
  9%[46.1 µM], 7%, 31%[38.3 µM], -4%, 10%, 1%, 1.5%
C=CC1=C2C=C(C3CC3)N(c3ccc(OC)cc3)C=C2C(=O)C(C)(OC(=O)c2ccco2)C1=O (stereo not given)
  nt, 0%[7.66 µM], 4%, 2%[17.5 µM], 3%[13.1 µM], -12%[9.22 µM], nt
C/C(=N\NC(=O)c1cccc([N+](=O)[O-])c1)c1ccncc1
  7%, 2%, 0%, -7%, 10%, -15%[46 µM], 2.6%
CN(CCCNS(=O)(=O)c1cccc2cccnc12)Cc1ccccc1
  21%[46.1 µM], -1%, 6%[38.3 µM], 7%, -3%, -5%, 2.9%
NC1=NC2(CCCCC2)N(c2ccc(F)cc2F)C(N)=N1
  3%, 0%, 3%, 2%, 11%, ?, 3.8%
CC(C)c1ccc(NC(=O)c2cc(S(=O)(=O)NCC3COc4ccccc4O3)ccc2F)cc1 (stereo not given)
  -40%, 1%, -7%, -9%, 7%, ?, 15%
O=P1(Nn2cnnc2)C=C(c2ccccc2)OC(c2ccccc2)=C1
  -1%[46.1 µM], -2%, 16%[38.3 µM], -3%, 4%, 8%, -1.0%
COP(=O)(OC)c1nc(-c2ccccc2)oc1NCc1ccccc1
  -13%[46.1 µM], 0%, -1%, 9%, 4%, 4%, 0.0%
C=CCNC(=S)Nc1c(N)n(C)c(=O)n(C)c1=O
  -11%, nt, nt, 7%, 10%, ?, 1.1%
Cc1nnc(NC(=O)CCSc2ccccc2)s1
  -5%[46.1 µM], 1%, -7%[38.3 µM], -1%, -4%, -3%, -0.8%
COCC(=O)Nc1nnc(Cc2ccc(OC)cc2)s1
  3%, -1%, 3%, 11%, -4%, -4%, -1.0%
CC(C)OC(=O)c1cccc(C(=O)OCc2ccco2)n1
  -12%[46.1 µM], -10%, 2%[38.3 µM], 0%, 1%, ?, -1.1%
O=C(NCC1COc2ccccc2O1)c1cn(Cc2ccc(F)cc2)nn1 (stereo not given)
  -10%[46.1 µM], -6%, 9%[38.3 µM], 2%, 3%, 1%, -0.2%
O=C(CS(=O)(=O)c1ccc2ccccc2c1)Nc1ccccc1Cl
  -7%[46.1 µM], -2%, 7%, 8%, -1%, -7%, 0.0%
O=C(N/N=C/c1ccc(OC(F)F)cc1OC(F)F)NC1CCCCC1
  -53%, 1%, -2%, -3%, 15%, -13%[46 µM], 1.0%
O=C(NCc1ccccn1)c1ccc(CNS(=O)(=O)c2cccc(Cl)c2)cc1
  17%, -1%, 0%, -5%, 22%, -21%, 2.5%

Reprinted at random: two compounds from above
Below each compound: NPSR antag, Luc counter, IMPase Li cell, aGal spleen mod, CBFb RUNX1 block, LMNA splice mod, Epigenetic derep
CN(CCCNS(=O)(=O)c1cccc2cccnc12)Cc1ccccc1
  21%[46.1 µM], -1%, 6%[38.3 µM], 7%, -3%, -5%, 2.9%
COC(=O)c1ccc(C(=O)OC)c(NC(=O)CN2CCN(c3ccccc3)CC2)c1
  8%[46.1 µM], -1%, 3%[38.3 µM], 0%, 0%, 6%, -1.0%

An excerpt; rates above refer to the full screens.
